GASC-1 inh: inhibitors of GASC-1 histone demethylase, primary screen, biochemical, fluorescence, DELFIA europium | GST-JMJD2C(1-420) H3K9me3 demethylation | Lysine-specific demethylase 4C (Homo sapiens), Q9H3R0 | 0.069% of 330,000 active | inhibition, % at 2.35 µM | AID 2099, 2009;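 active means more than half of a compound's replicate wells show inhibition beyond 50%, single wells judged on their own value; inconclusive means some, but no more than half, of replicates pass 50% inhibition; inactive means no replicate passes 50% inhibition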;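 further: signal counts dimethyl H3K9 product captured on neutravidin plate; 0% = median of DMSO wells and 100% = 0.3 times that DMSO median; strong numbers were not always called active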
Target sequence (Q9H3R0 1-420 limits assumed): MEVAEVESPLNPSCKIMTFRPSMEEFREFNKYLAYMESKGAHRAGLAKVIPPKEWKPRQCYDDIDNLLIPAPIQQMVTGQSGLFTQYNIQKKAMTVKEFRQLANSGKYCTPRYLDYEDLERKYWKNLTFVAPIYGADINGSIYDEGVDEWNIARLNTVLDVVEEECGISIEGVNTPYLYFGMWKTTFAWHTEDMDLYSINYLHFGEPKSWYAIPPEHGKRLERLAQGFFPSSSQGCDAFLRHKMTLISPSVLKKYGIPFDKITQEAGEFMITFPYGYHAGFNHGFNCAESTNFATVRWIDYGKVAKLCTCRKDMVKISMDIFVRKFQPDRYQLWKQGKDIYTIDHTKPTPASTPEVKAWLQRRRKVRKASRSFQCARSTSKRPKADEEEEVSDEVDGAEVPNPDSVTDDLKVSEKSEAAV
* marks the source's active call; other numbers are inactive results; ? = inconclusive. These rows are one share of the data; count on the stated rates, not on these rows.

GASC-1 inh	Structure
-10	CC(C)CC(COCc1ccc(Cl)cc1)N1CCN(C(=O)c2cccc(C(F)(F)F)c2)CCC1=O (stereo not given)
2	CCOCCCN(C(=O)c1ccco1)C(C(=O)NC1CCCC1)c1cccc(OC)c1OC (stereo not given)
0	Cn1c(=O)c2c(nc(SCc3nn[nH]n3)n2Cc2ccccc2F)n(C)c1=O
6	C=CCOC(=O)C1=C[C@@H](c2ccc(C(F)(F)F)cc2)[C@H](CCCO)[C@@H](OCC)O1
-2	COc1ccc(C(c2nnnn2CCc2ccccc2)N2CCN(C)CC2)cc1OC (stereo not given)
-6	S=C(Nc1ccc(Br)cc1)N1CCn2cccc2C1c1cccnc1 (stereo not given)
-10	CSc1nc(N(CCO)CCO)c2sc3nc(-c4ccco4)c4c(c3c2n1)CCC4
-2	C=CCOC(=O)C1=C[C@H](c2coc3ccccc3c2=O)C[C@H](OCCCCO)O1
-6	CC1CN(C(=O)c2ccc(CNS(=O)(=O)c3cccc(Cl)c3)cc2)CC(C)O1 (stereo not given)
-13	C/C(=N\NC(=O)c1cccc2ccccc12)c1cccnc1
-3	C#CCOCCOCCOCCNc1nc(N2CCN(C(=O)[C@H](C(C)C)n3cc(CCO)nn3)CC2)nc(N2CCN(C(=O)[C@H]([C@@H](C)CC)n3cc(CCCN=C(N)N)nn3)CC2)n1
11	COc1ccc(O)c(N)c1
13	Cc1nc(C(=O)Nc2ccccc2)sc1C1(C)CC(c2cccnc2)=NO1 (stereo not given)
-13	O=C(O)c1cccc(N/N=C/c2cccnc2)c1
-7	Cc1cc(CNC(=O)C2(C(F)(F)F)CC(CCCO)CCCO2)nn1C (stereo not given)
-11	O=C(Nc1ccc(Nc2ccncc2)cc1)c1ccc(Nc2ccnc3ccc([N+](=O)[O-])cc23)cc1
2	O=C(NCC1CCCO1)c1onc(CSc2ccc(Cl)cc2)c1C(=O)O (stereo not given)
-17	COc1ccc(CNc2ncnc3cc(Cl)ccc23)cc1OC
-14	CCc1ccc2[nH]c(C(=O)Nc3ccc(Br)c(C)n3)cc2c1
4	COCCNC(=S)NN=C1CCCCCC1

Sorted by number of heavy atoms (low to high): some entries from above
GASC-1 inh	Structure
-13	O=C(O)c1cccc(N/N=C/c2cccnc2)c1
13	Cc1nc(C(=O)Nc2ccccc2)sc1C1(C)CC(c2cccnc2)=NO1 (stereo not given)
-11	O=C(Nc1ccc(Nc2ccncc2)cc1)c1ccc(Nc2ccnc3ccc([N+](=O)[O-])cc23)cc1

More compounds:
GASC-1 inh	Structure
-6	CCOc1ccc2[nH]c(=O)c(CN(CCO)C(c3nnnn3C3CCCCC3)C(C)C)cc2c1 (stereo not given)
0	O=C(Nc1cccc(O)c1)c1ccc(S(=O)(=O)N2CCCCCC2)cc1
-2	O=C(Oc1ccc(NC2=C(Cl)C(=O)c3ccccc3C2=O)cc1)c1ccc([N+](=O)[O-])cc1
13	COc1cccc(CNC(=O)CNC(=S)N(Cc2ccccc2)Cc2ccccc2F)c1
-3	COc1ccc(CCN2CC(C(=O)NCc3cc(C)on3)CCC2=O)cc1 (stereo not given)
-7	COc1cc(OC)cc(-c2nc(-c3cc4cc(C)ccc4nc3OC)no2)c1
-12	CCc1nc2sc3c(c2c(=S)[nH]1)CC(C)(C)OC3
3	CC1CCC(C(=O)NC(C(=O)NCCN2CCC(C)CC2)C(C)C)CC1 (stereo not given)
-3	COc1cc(/C=C(\C#N)c2nc3ccccc3s2)cc([N+](=O)[O-])c1O
6	COC(=O)COc1ccc(S(=O)(=O)Nc2cc(OC)ccc2OC)cc1
-27	FC(F)(F)c1ccc(CN2C[C@@H]3C(c4ccccc4)C4(c5ccccc5)CC3(C4)[C@H]2c2ccccc2)cc1 (stereo not given in full)
-28	O=C(Cc1nc2ccccc2[nH]c1=O)c1ccccc1
9	CCOC(=O)c1ccc(C(=S)N2CCCC2)cc1
21	Cn1c(=O)c([N+](=O)[O-])c(Cl)c2ccccc21
-19	Cc1cc(-c2ccc(Br)s2)nc(-n2cccc2)n1
96	Cn1cc(C(=O)Nc2ccccn2)c(=O)c2ccccc21
7	CCCNC(=O)OC[C@H]1O[C@H](CCO/N=C/[C@@H](NS(=O)(=O)c2ccc(C)cc2)[C@H](C)/C=C/CC(=O)OC)C=C[C@@H]1Oc1ccc(OC)cc1
-24	COc1cc(C(=O)Nc2ccc(NC(=O)C3CCCCC3)nc2)cc(OC)c1OC
-1	COC(=O)c1ccc(OCC(O)CN2C(=O)NC(C)(C)C2=O)cc1 (stereo not given)
-4	COc1cc(/C=N/Nc2ccc(C(F)(F)F)cn2)cc(OC)c1O
?	Clc1ccc(OCc2cn3cccnc3n2)c2ncccc12
-7	O=C(O)c1ccc(-c2ccc(/C=C3\NC(=O)N(Cc4ccc(Cl)cc4)C3=O)o2)cc1Cl
-19	COc1ccc(SCc2noc(C(=O)NC(C)C)c2C(=O)O)cc1
9	O=C(CSc1nc(N2CCCCC2)nc(N2CCCCC2)n1)N1CCN(c2ccccc2)CC1
18	O=C(c1ccccc1)c1c[nH]c2cc3c(cc2c1=O)OCO3
3	CCOC(=O)[C@H]1[C@H]2COc3cc(OC)ccc3[C@@H]2N2C(=O)c3cc(C)ccc3NC(=O)[C@@]12C
-13	Cc1onc(-c2ccccc2)c1C(=O)N(Cc1ccco1)Cc1cccs1
-19	Cc1cc(C)cc(N(C(=O)c2ccccn2)C(C(=O)NC2CCCCC2)c2ccncc2)c1 (stereo not given)
-5	Cc1ccc(/C=C/C(=O)NCc2ccc(S(N)(=O)=O)cc2)o1
-4	COC(C[C@H](O)CC(=O)[C@H](C)OCc1ccccc1)OC
-3	COc1ccc(S(=O)(=O)NCCOc2cccc3cccnc23)cc1OC
6	O=C(Nc1nnc(SCc2ccc(F)cc2)s1)c1ccc2ncsc2c1
-42	Cc1ccc2[nH]c3c(c2c1)CN(C(=O)CN1CCN(c2ccccc2F)CC1)CC3
8	COc1ccc(Nc2nc3c(C)cccn3c(=O)c2C=O)cc1
1	COC(=O)c1cc(NC(=O)CSc2ncn[nH]2)ccc1Cl
3	N#Cc1c(N)n[nH]c1Cc1cccc2ccccc12
0	O=C(Nc1ccc(C(=O)N2CCN(c3ccccn3)CC2)cc1)c1ccc(Br)o1
-11	COc1cccc(C(=O)N2CCC(C(=O)N3CCN(C)CC3)CC2)c1
5	Cc1ccc(OCC(=O)N/N=C/c2ccc3c(c2)OCO3)cc1C
-4	Cc1cc(C)nc(SCSc2nc(C)cc(C)n2)n1

The last 3 entries of the section before lead into the next.
GASC-1 inh	Structure
-11	COc1cccc(C(=O)N2CCC(C(=O)N3CCN(C)CC3)CC2)c1
5	Cc1ccc(OCC(=O)N/N=C/c2ccc3c(c2)OCO3)cc1C
-4	Cc1cc(C)nc(SCSc2nc(C)cc(C)n2)n1
1	CCOC(=O)[C@H]1[C@H]2COc3ccc(OC)cc3[C@@H]2N2C(=O)c3ccc(Cl)cc3NC(=O)[C@@]12C
-2	CC1(C)CC(=O)C2=C(C1)Nc1[nH]n(-c3ccccc3)c(=O)c1C2c1ccc2c(c1)OCO2 (stereo not given)
-1	COC(=O)C1=C[C@@H](C(=O)OC)[C@@H]2C3=C(C(=O)[C@@]2(C)NC(=O)c2ccccc2)[C@H](c2ccccc2)[C@@H]2C(=O)NC(=O)[C@@H]2[C@@H]3C1
-31	Cc1ccc2nc(-c3ccc(NC(=O)CNC4CC4)cc3)sc2c1
16	CN(Cc1nc(-c2cnccn2)no1)Cc1n[nH]c2c1CCCC2
-23	Cc1n[nH]c(=S)n(NC(=O)/C=C/C(=O)Nn2c(=S)[nH]nc(C)c2=O)c1=O
2	CCN(CC)c1ccc(/C=C2\CCC(/C=C(\C#N)C(=O)Nc3ccccc3F)=C2N2CCOCC2)cc1
26	Cc1ccc(S(=O)(=O)N[C@H](C(=O)N2CCC(C(=O)N3CCC[C@H]3C(=O)O)CC2)C(C)C)cc1
0	COc1ccc(/C=C(/C(=O)c2cccs2)N2C=CC=CC2=C(C#N)C#N)cc1
8	Cc1cc(NS(C)(=O)=O)c(=O)n(Cc2cccc(F)c2)c1
-3	Cc1cccc(NC(=O)/C(C#N)=C/c2ccccc2O)n1
14	NS(=O)(=O)c1ccc(NCc2c(F)cccc2Cl)cc1
-16	CCOc1ccc(C(=O)NCC2CCN(CC3CCCCC3)CC2)cc1
-41	O=c1c(O[C@@H]2O[C@H](CO)[C@@H](O)[C@H](O)[C@H]2O)c(-c2ccc(O)c(O)c2)oc2cc(O)cc(O)c12
3	COC(C[C@@H](O)C[C@H](O)[C@H](C)OCc1ccccc1)OC
5	COc1ccc(C2/C(=C(/O)c3ccc4c(c3)CC(C)O4)C(=O)C(=O)N2CCN2CCOCC2)cc1OC (stereo not given)
-13	CCC[C@@H]1C[C@@]1(CCC)[C@@H](NC(=O)c1ccccc1)c1ccc(C(=O)OC)cc1
-4	N#CC1=C(N)OC2=C(CCC/C2=C/c2ccoc2)C1c1ccoc1 (stereo not given)
-4	CCOc1nc(C#N)nc(N2CCCCC2)n1
-19	O=C(O)c1ccccc1-c1ccc(/C=C/c2cc(C(F)(F)F)[nH]c(=O)n2)o1
20	CCO[C@H]1OC(C(=O)N2CCN(Cc3ccccc3)CC2)=C[C@@H](c2ccc(C(F)(F)F)cc2)[C@@H]1CCCO
-13	Cc1ccc(-n2ncc(C(=O)Nc3cc(Cl)cc(Cl)c3)c2C2CCNCC2)cc1C
1	O=[N+]([O-])c1cc([N+](=O)[O-])c2oc(-c3ccccc3)c(Br)c2c1O
-24	O=C1c2ccccc2-c2onc3ccc(N4CCCC4)c1c23
-21	NC(=O)c1cccc(N=Cc2cc(Cl)cc(Cl)c2O)c1
2	Nc1o[nH]c(=O)c1Cc1ccccc1
-10	Cc1ccc(NCc2nnc(SCC(=O)NCCc3ccccc3)n2C)cc1
-1	Cn1ccc(C(=O)OCC(=O)Nc2ccccc2Cl)n1
-12	COc1ccccc1Nc1nc(NCCO)c2ccccc2n1
-7	CCCNC(=O)c1ccc(N2CCC3(CC2)CC(c2cccc(Br)c2)=NO3)c(NC(=O)c2ccc(Br)cc2)c1
-1	Cc1ccc(S(=O)(=O)Cc2cn3cccnc3n2)cc1
-15	COc1ccc2c(c1)c1nnc(SCC(=O)N3CCCCC3C)nc1n2C (stereo not given)
-15	COc1ccc(CNc2ncc(-c3ccc(Br)cc3)n2C)cc1OC
5	COc1ccc(C2/C=C\CN(CC3CC3)CC(=O)N2Cc2ccc(F)cc2)cc1 (stereo not given)
13	COC(=O)C1=C(C)NC2=C(C(=O)CCC2)C1c1cccs1 (stereo not given)
-6	COc1cccc(NC(=O)c2ccc(OC(F)(F)F)cc2)c1
-20	Cc1ccccc1N(C(=O)CCC(=O)Nc1ccccn1)C(C(=O)NC(C)C)c1ccc(O)cc1 (stereo not given)
-5	COc1cc(Cn2c(C(=O)O)cc3sccc32)cc(OC)c1OC
-11	CC(=O)Nc1sc(/C(C#N)=C/c2ccc(Cl)c(Cl)c2)nc1-c1ccc(C)cc1
-14	CCN(CCCNC(=O)CCNC(=O)Cn1ccc2ccccc2c1=O)c1ccccc1
-3	COCCn1c(CN2CCN(C(c3ccccc3)c3ccccc3)CC2)nc2c1c(=O)n(C)c(=O)n2C
-28	O=C(CSc1ncnc2ccccc12)Nc1ccc(N2CCOCC2)cc1
49	COc1ccc(-c2cc(=O)oc3cc(OCC(=O)c4cccc([N+](=O)[O-])c4)ccc23)cc1
-2	CCN(CC)Cc1cc(O)c(CN(CC)CC)cc1O
-1	N#C/C(=C(/O)c1ccc(-c2cccc([N+](=O)[O-])c2)o1)c1nc2ccccc2s1
-12	CSc1ccc(OCC(=O)Nc2ccc(N3CCOCC3)c(Cl)c2)cc1
-14	C#CCOCCOCCOCCNc1nc(N2CCN(C(=O)C([C@@H](C)CC)n3cc(C(N)CO)nn3)CC2)nc(N2CCN(C(=O)[C@H](CCC(=O)O)n3cc(C(N)[C@H](C)CC)nn3)CC2)n1 (stereo not given in full)
-2	CCCC(=O)Nc1ccc(S(=O)(=O)Nc2cc(OC)ncn2)cc1
-3	O=C(Nc1ccc(NC(=O)C2CCCCC2)nc1)c1cccc(F)c1
3	CCCC(c1nnnn1C(C)(C)CC)N(Cc1ccco1)Cc1cc2ccc(OC)cc2[nH]c1=O (stereo not given)

Some values from the results shown.
COc1ccc(C2/C(=C(/O)c3ccc4c(c3)CC(C)O4)C(=O)C(=O)N2CCN2CCOCC2)cc1OC (stereo not given) @ GASC-1 inh: 5
NS(=O)(=O)c1ccc(NCc2c(F)cccc2Cl)cc1 @ GASC-1 inh: 14
Nc1o[nH]c(=O)c1Cc1ccccc1 @ GASC-1 inh: 2
CCN(CCCNC(=O)CCNC(=O)Cn1ccc2ccccc2c1=O)c1ccccc1 @ GASC-1 inh: -14
CCOC(=O)c1ccc(C(=S)N2CCCC2)cc1 @ GASC-1 inh: 9
COc1ccc(-c2cc(=O)oc3cc(OCC(=O)c4cccc([N+](=O)[O-])c4)ccc23)cc1 @ GASC-1 inh: 49

Further results follow:
GASC-1 inh	Structure
-33	CN(C)c1ccc(N=Nc2ccccc2C(=O)OCC(=O)Nc2ccccc2C(F)(F)F)cc1
-6	O=C(O)c1cccc(NC(=S)N/N=C/c2ccccc2OCc2cccc(Br)c2)c1
28	O=c1cc(CN2CCN(Cc3ccccc3)CC2)c2cc(Cl)ccc2o1
2	CCn1ncc(Br)c1C(=O)Nc1cc(C)on1
?	CCN1C(=O)[C@H]2[C@@H](c3ccc(-c4ccc(F)cc4)cc3)N[C@@](CC(C)C)(C(=O)OC)[C@H]2C1=O
-11	COCc1ccc(C(=O)NC2CCCc3c2cnn3-c2cc(C)cc(C)c2)s1 (stereo not given)
18	Cc1cc(/C=N/NC(=O)c2cccc(N(C)C)c2)c(C)n1-c1cc(C(=O)O)cc(C(=O)O)c1
9	COc1ccc(/C=N/NC(=O)c2cccc(C(=O)N/N=C/c3ccc(OC)c(OC)c3)n2)cc1OC
4	O=S(=O)(c1ccc(Cl)c(Cl)c1)N1CCc2nc3ccccc3n2CC1
1	COc1ccc(-c2c([C@H]3[C@H]4C=CC[C@@H](C)[C@@H]4C(=O)N3Cc3ccccc3)ccc3ccccc23)cc1OC
